TRPML3 ag = activates the human TRPML3 channel; 0.29% of 220,000 active; HEK293 TRPML3-YFP, Fluo-8 calcium fluorescence; 100% = the carbachol control signal; Q8TDD5; activation, % at 3 µM;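 active = activation above its plate's cutoff, the mean activation of the plate's test wells plus 3 SD, cut at about 12% in these data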;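 also: 0% = DMSO only wells and 100% = carbachol wells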
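Material: HEK293 cells stably carrying human TRPML3-YFP; compound dosing: single dose, 3 µM final nominal compound, 0.3% DMSO final; incubation: 1-h 37 °C dye load, 5-s basal, 120-s post-compound reads; technique: Fluo-8 intracellular calcium fluorescence, excitation 470-495 nm, emission 515-575 nm; read-out basis: percent activation from peak-to-basal fluorescence ratio, scaled between DMSO and carbachol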
CHOP inhibitor = blocks CHOP induction under ER stress; CHO-K1 CHOP-promoter luciferase, tunicamycin-induced, 15-18 h; inhibition, % at 10 µM; 3.8% of 220,000 active;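 active = compounds that reduced the stress-induced luciferase reporter signal by more than about 70% of percent inhibition, limit read from the data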;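 also: 0% = tunicamycin plus vehicle and 100% = wells without tunicamycin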
Mdm2 ligase inh = inhibitors of human Mdm2 E3 ubiquitin ligase | AID 1230 | 0.11% of 210,000 active | cell-based MDM2 ubiquitination luciferase reporter, 2 h; 0 = plate control, 100 = twice control, blank-subtracted | signal enhancement, % at 5 µM;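 active = signal enhancement of 30% or more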;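 also: luminescence tracks abundance of the self-degrading MDM2-luciferase fusion protein; higher signal means inhibition of MDM2 E3 ligase activity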
Target sequence (Q00987 whole entry, looked up, the tested form may be a part): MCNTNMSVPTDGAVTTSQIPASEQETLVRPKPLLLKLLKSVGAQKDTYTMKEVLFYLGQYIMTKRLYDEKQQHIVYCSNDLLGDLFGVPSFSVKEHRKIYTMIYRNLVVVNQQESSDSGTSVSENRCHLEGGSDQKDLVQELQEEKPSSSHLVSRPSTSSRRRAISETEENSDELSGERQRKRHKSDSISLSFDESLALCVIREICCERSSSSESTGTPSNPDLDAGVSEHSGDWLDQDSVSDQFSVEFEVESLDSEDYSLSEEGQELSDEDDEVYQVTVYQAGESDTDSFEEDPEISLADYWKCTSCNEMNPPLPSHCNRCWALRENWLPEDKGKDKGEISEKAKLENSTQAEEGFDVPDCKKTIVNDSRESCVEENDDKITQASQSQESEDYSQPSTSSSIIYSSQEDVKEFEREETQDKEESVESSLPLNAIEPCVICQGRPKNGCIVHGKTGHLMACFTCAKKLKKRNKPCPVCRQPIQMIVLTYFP
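Material: stable MDM2–luciferase fusion reporter cells / Quantity: 2000 cells/well / Dosing: single 5 µM compound dose, 0.2% final DMSO / Buffer or medium: DMEM / Schedule: 4 h cell settling then 2 h compound exposure, 37 °C / Detection: luminescence with SteadyLite reagent, 15 min at room temperature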
PPC-1+TRAIL kill = PPC-1 cancer cell killing with TRAIL present; PPC-1 cells + TRAIL, ATPLite viability luminescence; cell killing (% activity), % at 4 µM; 0.41% of 220,000 active; AID 1443;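 active = cell killing above 50% in the first pass at 4 µM, then a duplicate retest at 5 µM averaging 50% or more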;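 also: plate controls were cells with TRAIL plus DMSO for no effect and medium-only wells lacking cells for full effect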
p47phox inh = inhibitors of human p47phox binding; P14598; 0.53% of 220,000 active; inhibition, % at 24.7 µM; AID 1274; p47phox/p22phox peptide binding, fluorescence polarization, 2 h;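 active = inhibition above about 30%, limit read from the data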;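 also: 0% = p47phox with labelled peptide and 100% = labelled peptide alone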
Target sequence (P14598 whole entry, looked up): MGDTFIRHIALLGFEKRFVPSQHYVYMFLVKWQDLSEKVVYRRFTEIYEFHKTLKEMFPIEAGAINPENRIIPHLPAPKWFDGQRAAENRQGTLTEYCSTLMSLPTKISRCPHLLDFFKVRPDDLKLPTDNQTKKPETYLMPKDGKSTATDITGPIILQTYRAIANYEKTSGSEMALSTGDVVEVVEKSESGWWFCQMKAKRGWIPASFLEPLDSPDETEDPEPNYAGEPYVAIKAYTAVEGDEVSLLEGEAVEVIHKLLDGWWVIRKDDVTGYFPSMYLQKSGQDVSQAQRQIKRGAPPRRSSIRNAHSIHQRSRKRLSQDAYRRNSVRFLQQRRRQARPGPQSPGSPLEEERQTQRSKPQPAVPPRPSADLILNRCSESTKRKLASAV
zfTRPN1 agonist = zebrafish TRPN1 (NompC) channel agonism | HEK293 zebrafish TRPN1-YFP, Fluo-8 calcium fluorescence; 100% = response to 87 µM carbachol | activation, % at 3 µM | 0.18% of 220,000 active | AID 1424;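 active = activation above its plate's cutoff, the mean activation of test wells on that plate plus 3 SD, cut at about 19% in these data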;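 also: 0% = DMSO alone and 100% = 87 µM carbachol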
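Control set: carbachol 87 µM as high control, DMSO as low control; system: HEK293 stable line with zebrafish TRPN1-YFP; read-out: % activation versus carbachol response; detection: intracellular calcium fluorescence with Fluo-8; doses: single test compound dose, 3 µM nominal, 0.3% DMSO; schedule: dye 1 h 37 °C plus 30 min RT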
EBV gp42 inh = inhibitors of Epstein-Barr virus glycoprotein 42; Q1HVG2; Fluorescence polarization binding assay, mP read-out; inhibition, % (tested at 21.74 µM); 0.42% of 220,000 active; AID 1085; in the data active = inhibition above about 50%
TNF necrop inh = inhibitors of TNF-alpha induced necroptosis in Jurkat FADD-/- cells; Jurkat FADD-/- TNF necroptosis rescue, ATP luminescence, 24 h; 0 = TNF only, 100 = no-TNF cells; activation (protection from cell death), % at 10 µM; 0.068% of 220,000 active; AID 463075;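 active = activation, meaning protection from cell death, of at least 50% relative to plate controls; inactive = activation below 50%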;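 also: necroptosis triggered by 40 ng/mL TNF-alpha added together with compound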
Runt-SMMHC FRET = blocks binding of human RUNX1 Runt domain to CBFb-SMMHC. Cerulean-Runt/Venus-CBFb-SMMHC FRET ratio 530/480, 1 h. Q01196+Q13951. inhibition, % at 20 µM. 0.74% of 220,000 active;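 active = mean inhibition across duplicate retests at 20 µM reaching about 50%, limit read from the data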;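 also: 0% = DMSO wells and 100% = wells with excess untagged CBFb-SMMHC; inhibitors lower the FRET ratio by blocking Runt binding to CBFb-SMMHC; some results filed as inactive read as strong as hits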
Starred values were filed as active, the others as inactive; / = no result given.

SMILES | TRPML3 ag | CHOP inhibitor | Mdm2 ligase inh | PPC-1+TRAIL kill | p47phox inh | zfTRPN1 agonist | EBV gp42 inh | TNF necrop inh | Runt-SMMHC FRET
CC(C)(C)C(=O)NC1(C(F)(F)F)N=C2SCCN2C1=O (configuration not stated) | -0.1 | 7 | / | -12 | -13 | -0.4 | -17 | -1.4 | -1
S=C(NC1CCCC1)NC1CC1 | 1.0 | 13 | 2 | 13 | -12 | 2.4 | -10 | 1.3 | -1
COc1ccc(NC(=O)c2ccc(Oc3ncccn3)cc2)cc1 | 0.5 | 10 | -17 | 3 | -4 | 1.2 | -1 | -0.4 | -29
COc1cc(CNCc2ccccc2C(F)(F)F)cc(OC)c1 | -0.5 | 13 | -61 | 8 | 3 | -2.1 | -10 | 1.9 | 2
CSCCC(NC(=O)c1cccc(S(=O)(=O)N2CCOCC2)c1)C(=O)Nc1cccc(C)c1 (configuration not stated) | -0.5 | 1 | -8 | 18 | -2 | -1.7 | -15 | 2.7 | -5
CC1CN(C(=O)c2ccc(C(=O)c3ccccc3)cc2)CC(C)O1 (configuration not stated) | 0.8 | 14 | -18 | -4 | 9 | -0.2 | -16 | -2.0 | 2
CC1(C)C(=O)OC(c2cccs2)C2(CCCCC2)C1=O (configuration not stated) | -0.7 | 30 | -13 | -17 | -2 | -1.1 | -3 | -0.2 | 3
CC(=O)c1ccc(OC(=O)c2ccc(Br)o2)cc1 | 0.3 | 26 | -17 | 18 | -38 | -1.2 | -8 | -0.3 | -7
CC(C)CC(=O)Nc1nnc(SCC(=O)Nc2ccc3c(c2)OCO3)s1 | 1.1 | 5 | -15 | 7 | -6 | 2.1 | 4 | 0.5 | 0
COc1ccc(S(=O)(=O)NC(C(=O)NCCc2ccccn2)C(C)C)cc1 (configuration not stated) | 0.3 | 19 | -12 | 1 | 2 | 3.0 | -1 | 0.3 | -3
O=c1oc2ccccc2c(N2CCCC2)c1[N+](=O)[O-] | 0.8 | 10 | -9 | 20 | 1 | -2.0 | 6 | 0.9 | 0
CC(=O)Nc1ccc(NC(=O)CN2CCN(c3cccc(C(F)(F)F)c3)CC2)cc1 | 1.7 | 1 | -13 | 20 | -8 | 0.5 | -13 | 3.6 | 1
Cc1cc(=O)[nH]c(=S)[nH]1 | 0.9 | 23 | / | 24 | -3 | 0.8 | -6 | 0.1 | 0
Cc1ccc(-c2ccc(CCC(=O)O)n2C(C)C)cc1 | 0.7 | -10 | -7 | 11 | -7 | 0.3 | -14 | -0.1 | 1
CCN1C(=O)CC(NCc2ccc3c(c2)OCO3)C1=O (configuration not stated) | 0.2 | -7 | -8 | 12 | -4 | -0.8 | -17 | 1.4 | 0
Cc1cc(NC(=O)c2cc(C3CC3)on2)n(-c2ccccc2)n1 | -0.3 | 6 | -8 | 13 | -2 | -0.9 | -8 | 0.4 | -6
Cc1cc(Cl)ccc1OCC(=O)OC(C)C(=O)N(C)C (configuration not stated) | -0.2 | -5 | -13 | 13 | -9 | 0.4 | -14 | 0.7 | 0
Nc1cc2ccncc2c2ccccc12 | 0.9 | 52 | -29 | -24 | 6 | -0.6 | -13 | -8.0 | 28
O=C(COC(=O)[C@@H]1CCCN1C(=O)c1cccs1)Nc1ccc(F)cc1[N+](=O)[O-] | 0.4 | 7 | -10 | 5 | 4 | -0.8 | 3 | -0.3 | 3
Cc1ccc(NC(=O)COC(=O)Cn2c(C)csc2=O)cc1C | 0.4 | 14 | -5 | 6 | -9 | 1.0 | -1 | 0.1 | 1
O=C1/C(=C\c2cccs2)SC(=S)N1C1CCS(=O)(=O)C1 (configuration not stated) | 0.4 | 11 | -15 | 14 | -29 | -0.1 | -22 | -4.5 | 2
CCCCOc1cc(=O)[nH]c(=O)[nH]1 | 0.6 | 10 | -8 | 16 | 1 | 0.2 | -20 | -1.2 | 1
COCCCNC(=O)C(=O)NC1CCCCCC1 | 0.1 | -17 | 6 | 23 | -6 | 0.9 | -14 | 2.0 | 4
CCc1nc(SCc2ccccn2)[nH]c(=O)c1C | 0.4 | -3 | 11 | -1 | -1 | -0.4 | -15 | -0.9 | 2
COC(=O)[C@H](C)NC(=O)Nc1ccc(OC)c(OC)c1 | 0.0 | -5 | -4 | 9 | -4 | 0.5 | -9 | -1.9 | 0

Only TNF necrop inh (three entries from above):
SMILES	TNF necrop inh
COCCCNC(=O)C(=O)NC1CCCCCC1	2.0
CCc1nc(SCc2ccccn2)[nH]c(=O)c1C	-0.9
COC(=O)[C@H](C)NC(=O)Nc1ccc(OC)c(OC)c1	-1.9

The list goes on.
SMILES | TRPML3 ag | CHOP inhibitor | Mdm2 ligase inh | PPC-1+TRAIL kill | p47phox inh | zfTRPN1 agonist | EBV gp42 inh | TNF necrop inh | Runt-SMMHC FRET
Nc1nc(SCC(=O)Nc2ncc(C(F)(F)F)cc2Cl)n[nH]1 | 0.6 | 20 | -6 | 9 | -16 | 0.5 | -5 | -0.2 | -3
COCCNC(=O)C(=O)NCCN1CCOCC1 | 0.3 | -12 | -1 | 23 | -23 | -0.6 | -9 | -0.3 | 0
CC(C)(C)c1ccc(-c2nnc(SCC(=O)O)n2N)cc1 | 1.1 | -3 | -12 | 14 | -7 | 2.9 | -22 | 2.4 | 4
COc1cc(CCCN2C(N)=NC[C@@H]2Cc2ccccc2)cc(OC)c1OC | / | -1 | -3 | 4 | 9 | / | -2 | 0.0 | 0
CCOC(=O)c1cncc(C(=O)O)c1 | 0.6 | -16 | -12 | 14 | -7 | 0.4 | -10 | -0.4 | -5
CCOC(=O)CCP(=O)(O)C(O)(c1ccccc1)c1ccccc1 | 0.8 | 11 | -12 | -10 | -1 | 0.8 | 5 | 0.9 | -2
Cn1nnc(NC(=S)NC(=O)/C=C/c2ccco2)n1 | 0.4 | 3 | -18 | 4 | -11 | 3.5 | 1 | 1.0 | -1
COC(=O)c1sc2nc(CN3CCOCC3)nc(N3CCOCC3)c2c1C | -0.6 | -9 | -6 | 19 | -9 | 1.8 | -15 | -1.4 | -4
Cc1ccccc1NC(=O)C(=Cc1ccc(C(=O)O)cc1)C(=O)Nc1ccccc1C | 0.9 | 103* | -2 | -4 | -7 | 0.7 | -11 | 43 | 1
CCOC(=O)N1CCN(C(=O)/C=C/c2c(C)nn(-c3ccc(F)cc3)c2Cl)CC1 | -0.2 | 10 | 0 | 5 | -1 | 1.0 | 1 | 2.7 | -1
Cc1ccccc1C(=O)OC1OC(=O)C(Cl)=C1Nc1ccc(C(=O)O)cc1 (configuration not stated) | 0.7 | 28 | -1 | -11 | -3 | 1.3 | -20 | 1.1 | -3
CC(C)CN1C(=O)c2ccc(C(=O)Nc3c[nH]c(=O)[nH]c3=O)cc2C1=O | 0.1 | -4 | -2 | 4 | -8 | -0.5 | 0 | -0.9 | 40
COc1ccc(NC(=O)COC(=O)c2ccc([N+](=O)[O-])o2)cc1Cl | 0.2 | 0 | -13 | 12 | 0 | 1.1 | 0 | 0.8 | 0
CCN1C(=O)/C(=c2\sc3nc(=O)c(Cc4ccccc4)nn3c2=O)c2ccccc21 | 0.4 | 25 | -9 | 1 | -2 | 0.9 | -13 | 1.2 | -4
O=C(Nc1cc(Cl)ccc1Oc1ccccc1)c1ccccc1F | -0.1 | 33 | -10 | 15 | -3 | -1.4 | -4 | -0.2 | -2
CCOc1cc(CNCCc2ccccc2)ccc1OCC(=O)NC(C)(C)C | 0.6 | 8 | -12 | -11 | -10 | -0.6 | -11 | -0.6 | -1
O=C(O)COCC(=O)Nc1ccccc1-c1ccccc1 | 1.4 | 4 | -3 | 4 | 6 | -0.9 | 8 | -0.3 | -2
CN1CCN(CCNC(=O)c2cn(Cc3ccccc3F)nn2)CC1 | 0.7 | 42 | -55 | 10 | 0 | 0.0 | -16 | 0.2 | -2
CCc1nc2sc3c(c2c(=O)o1)CCCC3 | 0.5 | 27 | -9 | -15 | -13 | 0.0 | -6 | 0.9 | 5
Cc1nnc(SCC(=O)Nc2ccc(Cl)cn2)[nH]c1=O | -0.1 | 14 | 2 | 6 | 0 | 0.0 | -6 | -1.2 | -10
COc1ccc(C2/C(=C(/O)c3ccc(C)cc3)C(=O)C(=O)N2C)cc1 (configuration not stated) | 0.4 | -18 | -8 | 10 | -11 | 1.0 | 6 | -0.4 | -4
Cc1cc(C)nc(SCc2ccc(C(=O)N/N=C/c3cccnc3)cc2)n1 | 0.3 | -4 | -20 | -2 | 2 | 0.5 | -11 | -1.5 | 14
Cc1cccc(C(=O)NC2CCN(C(=O)Nc3ccccc3C)CC2)c1 | 0.3 | -7 | -1 | 4 | 5 | 1.1 | 8 | 2.3 | -1
CCSc1nc(=S)n(CC)c(C)c1C(C)=O | 1.6 | 9 | -15 | 13 | -12 | -1.6 | -9 | -1.7 | -4
CCc1nc(N)c(C#N)c(-c2ccco2)c1C | 0.3 | -6 | -7 | -15 | -1 | -1.0 | -11 | 0.4 | -5

The list continues.
SMILES | TRPML3 ag | CHOP inhibitor | Mdm2 ligase inh | PPC-1+TRAIL kill | p47phox inh | zfTRPN1 agonist | EBV gp42 inh | TNF necrop inh | Runt-SMMHC FRET
O=C(COc1ccc(Cl)cc1Cl)c1ccc[nH]1 | -0.2 | -12 | -9 | 1 | -9 | -0.7 | -8 | -0.2 | -3
Cc1ccc(SCCC(=O)NCc2ccncc2)cc1 | -0.1 | 11 | -9 | / | -6 | -0.1 | -4 | -1.1 | /
Cc1cccc(-c2nc(C#N)c(NCc3ccco3)o2)c1 | -0.6 | 2 | -10 | 7 | -19 | -1.5 | -8 | 1.5 | 3
Cc1cccc(OCC(=O)NNC(=O)Nc2cccc(Cl)c2)c1C | 1.9 | 43 | -18 | 17 | -14 | 1.9 | -7 | -2.4 | -2
COc1cc(NC(=O)c2ccc([N+](=O)[O-])cc2)ccc1NC(=O)C(C)C | 0.8 | -2 | -8 | -3 | / | 1.8 | -5 | -0.7 | 1
CC12CN3CC(C)(CN(C1)C3c1ccc(Cl)cc1Cl)C2=O (configuration not stated) | 0.9 | 40 | -6 | 14 | 1 | 0.3 | -6 | 1.4 | 6
O=C(Oc1ccccc1C(=O)N1CCOCC1)c1ccc(Br)cc1 | 0.7 | -14 | -16 | 23 | -10 | 1.5 | 1 | 0.0 | -3
COc1ccc(C(=O)CSc2nc(N)nc(SC)c2C#N)cc1 | 0.1 | -11 | 5 | 0 | -7 | -0.3 | 3 | 0.2 | 2
COC(=O)C1CCN(S(=O)(=O)c2ccc(NC(C)=O)cc2)CC1 | 1.4 | 3 | -9 | 16 | -13 | 0.0 | 14 | 1.1 | 0

Compound activity as filed in PubChem.
